TSHR antagonist: blocks TSH signaling through the human TSH receptor | TSHR-expressing cells, TSH-stimulated cAMP HTRF, 2 h; stronger effect = lower value | activity change, negative = inhibition, % at 11.5 µM | P16473 | 0.2% of 330,000 active;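 active = activity change below a set negative limit, meaning inhibition stronger than a set level, cut at about -70% in these data; inconclusive = activity change between two set negative limits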; note: % is set by controls: 0 for no effect and ±100 for the full control effect
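Antagonism was scored as loss of TSH-driven cAMP in TSHR cells, stimulated with 4nM TSH (EC80) for 2 hours at 37 deg C and detected by homogeneous HTRF competition immunoassay.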
Tb PFK inh: T. brucei PFK enzyme inhibition; T. brucei PFK, ADP-Glo luminescence; O15648; Potency, µM (series often up to 57.5 µM), for inactives: at the top dose activity, negative = inhibition, most hits filed as inhibitors; AID 485367; 0.17% of 330,000 active;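 note: potency is the fitted concentration of half-maximal effect; 0% = uninhibited 1x PFK enzyme wells and -100% = no-enzyme wells; nearly all actives have a fitted effect of over 60% in size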
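ADP-Glo luminescence quantified ADP after 45 min at room temperature, with 1.25 nM T. brucei PFK, 0.1 mM ATP and 0.5 mM fructose-6-phosphate in pH 8.0 TEA buffer. qHTS titrations up to 57 µM; curves classified by quality.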
PTAP TSG101 blk: blocks PTAP/TSG101 interaction to inhibit HIV-1 budding. Q99816. Fluorescence polarization, FITC-PTAP peptide / Tsg101 binding. Potency, µM (highest dose often 115 µM), for inactives: top-dose activity change, negative = inhibition, actives largely listed as inhibitors. 340,000 tested, under 10 active; active = well fitted inhibition curve with a large enough effect in the main read-out, with a control signal flat, not every such curve was filed as active; inconclusive = small, poorly fitted or top-dose-only effect, or effect the other way, or a change in a side signal; inactive = no such curve, though single readings can be large or run the other way; note: potency is the fitted concentration of half-maximal effect; % of control where 0% means no effect
Target sequence (Q99816 whole entry, looked up): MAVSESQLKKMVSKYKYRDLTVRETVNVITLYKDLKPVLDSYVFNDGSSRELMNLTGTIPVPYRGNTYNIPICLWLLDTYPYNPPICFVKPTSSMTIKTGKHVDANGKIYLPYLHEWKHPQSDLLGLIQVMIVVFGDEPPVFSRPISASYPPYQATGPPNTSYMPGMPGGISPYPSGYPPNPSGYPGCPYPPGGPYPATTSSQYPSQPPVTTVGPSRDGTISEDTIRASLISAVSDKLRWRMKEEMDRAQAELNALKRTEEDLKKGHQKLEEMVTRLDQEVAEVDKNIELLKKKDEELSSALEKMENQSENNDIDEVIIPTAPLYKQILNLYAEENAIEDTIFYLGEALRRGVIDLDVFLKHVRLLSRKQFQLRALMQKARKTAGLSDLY
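Tsg101 binding domain (10 uM final) was mixed with compound and a FITC-labeled PTAP peptide (50 nM final) in HEPES pH 7.5 buffer with NaCl, Tween 20, EDTA and TCEP; fluorescence polarization was read after 20 min at r.t.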
Integrin act MD: integrin-mediated muscular dystrophy alleviation activation; alpha7betagal myoblasts, beta-gal FDG fluorescence, 48 h; Potency, µM (highest dose often 38.3 µM), for the others: at the top dose activation, usual class: activators; 0.064% of 350,000 active; AID 624291;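 note: potency is the fitted concentration of half-maximal effect; 100% = response of the positive control SU9516; nearly all actives have a fitted effect of over 60% in size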
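Alpha7betagal+/- myoblasts (passage 13) were plated 16-24 hr, then exposed to compounds (1:260 dilution of DMSO stock) for 48 hours at 37C. After MPER lysis, β-galactosidase reporter activity was read as FDG fluorescence (ex 480/em 540) after 30 minutes.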
ELG1 DNA repair: inhibitors of ELG1-dependent DNA repair in HEK293T cells; AID 504467; HEK293T ELG1-luciferase reporter, luminescence, 16 h; DNA damage induced by 5-fluorouridine; Potency, µM (titrated, usually from 46.1 µM), for the others: top-dose activity change, negative = inhibition, actives largely listed as inhibitors; 2.3% of 330,000 active; note: potency is the fitted concentration of half-maximal effect; % is set by controls: 0 for no effect and ±100 for the full control effect; nearly all actives have a fitted effect of over 55% in size
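In this reporter screen, reduction of luminescence relative to DMSO vehicle indicated activity. Compounds and 5-fluorouridine were added together to 2,000 cells per well, incubated for 16 hr at 37 °C, then developed with ONE-Glo.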
Chronic BCR inh: inhibitors of chronic active B-cell receptor signaling; ABC-DLBCL IkBa-CBG/CBR reporter, luminescence ratio, 4 h; Potency, µM (highest dose often 46.1 µM), inactives show top-dose ratio change, negative = lower green/red ratio, usual class: inhibitors; 0.05% of 340,000 active; active = well fitted inhibition curve with a large enough effect in the signal ratio, with a control signal flat, not every such curve was filed as active; inconclusive = small, poorly fitted or top-dose-only effect, or effect the other way, or a change in a side signal; the % refers to the signal ratio;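 note: potency is the fitted concentration of half-maximal effect; plate controls were basal doxycycline-induced cells for no effect and cells given 10 µM MG132 for full effect; MG132 reads +100%, hits lower the ratio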
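TMD8 human ABC-DLBCL cells with doxycycline-inducible IκBα–green luciferase fusion and unfused red luciferase, in 0.5% FBS medium; compounds up to 46 uM, 4 h at 37C. Green/red luminescence ratio, filter-overlap corrected, fitted to concentration-response curves.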
Mito fusion act: mitochondrial division inhibition or fusion activation; Potency, µM (titrated, usually from 46.1 µM), inactives show at the highest dose growth rescue (activation), most hits filed as activators; 0.23% of 320,000 active; S. cerevisiae fusion-defective mutant growth rescue, CellTiterGlo 48 h;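 note: potency is the fitted concentration of half-maximal effect; % of control where 0% means no effect; nearly all actives have a fitted effect of over 45% in size; temperature-sensitive fusion mutants such as fzo1-1 at 37 °C on non-fermentable ethanol glycerol medium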
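Yeast fusion mutant, YPEG (non-fermentable carbon), compound, 48 h at 37C non-permissive; CellTiterGlo added, 10 min RT, luminescence read. Rescued growth = division inhibition.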
TCR act: T cell receptor activation; primary human leukocytes, anti-CD3, IL-2 HTRF, 48 h; Potency, µM (titrated, usually from 9.22 µM), for inactives: top-dose activation of IL-2 secretion, hits mostly activators; 330,000 tested, under 10 active; AID 504894; note: % of control where 0% means no effect
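Activity was scored as IL-2 release from primary human leukocytes given only a TCR signal (a-CD3 beads) plus compound for 48 hr. Detection used a two-antibody HTRF format read at 665nm.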
Eya2 phos inh: Eya2 (human) phosphatase inhibition | O00167 | recombinant Eya2, OMFP fluorescence dephosphorylation (OMFP is methylfluorescein phosphate) | Potency, µM (series often up to 76.9 µM), inactives show top-dose activity, negative = inhibition, usual class: inhibitors | 0.006% of 330,000 active; note: potency is the fitted concentration of half-maximal effect; % is set by controls: 0 for no effect and ±100 for the full control effect
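Eya2 protein (added as 0.2 uM solution) was preincubated with compound for 10 min at ambient temperature in 50 mM HEPES pH 7.5, 50 mM NaCl, 5 uM MgCl2, 0.05% BSA, 1 mM DTT. OMFP (added at 50 uM) then reacted 10 min; fluorescence read at 485/525 nm.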
AT treatment: potential ataxia-telangiectasia treatment. 0.19% of 320,000 active. Potency, µM (titrated, usually from 57.5 µM), for inactives: at the top dose activation, most hits filed as activators. […] A-T fibroblasts, KAP-1 phosphorylation AlphaLISA; neocarzinostatin DNA damage 30 min before lysis; note: potency is the fitted concentration of half-maximal effect; % of control where 0% means no effect; nearly all actives have a fitted effect of over 45% in size
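hTERT-immortalized A-T patient fibroblasts ([…]), 500 cells/well in OPTI-MEM, 1% FBS, got compounds for 60 min, then NCS for 30 min at 37C. Lysates were then assayed for phospho-KAP-1 by AlphaLISA (anti-pKAP1 donor, anti-KAP1 acceptor beads), 6 hr at 25C.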
ASM inhibitor: human S-ASM enzyme inhibition | AID 504937 | 0.006% of 340,000 active | Potency, µM (doses to about 57.5 µM), for the others: top-dose activity change, negative = inhibition, actives largely listed as inhibitors | placental ASM, HMU-PC fluorogenic substrate, 60 min | P17405; note: potency is the fitted concentration of half-maximal effect
Target sequence (P17405 47-631 limits assumed): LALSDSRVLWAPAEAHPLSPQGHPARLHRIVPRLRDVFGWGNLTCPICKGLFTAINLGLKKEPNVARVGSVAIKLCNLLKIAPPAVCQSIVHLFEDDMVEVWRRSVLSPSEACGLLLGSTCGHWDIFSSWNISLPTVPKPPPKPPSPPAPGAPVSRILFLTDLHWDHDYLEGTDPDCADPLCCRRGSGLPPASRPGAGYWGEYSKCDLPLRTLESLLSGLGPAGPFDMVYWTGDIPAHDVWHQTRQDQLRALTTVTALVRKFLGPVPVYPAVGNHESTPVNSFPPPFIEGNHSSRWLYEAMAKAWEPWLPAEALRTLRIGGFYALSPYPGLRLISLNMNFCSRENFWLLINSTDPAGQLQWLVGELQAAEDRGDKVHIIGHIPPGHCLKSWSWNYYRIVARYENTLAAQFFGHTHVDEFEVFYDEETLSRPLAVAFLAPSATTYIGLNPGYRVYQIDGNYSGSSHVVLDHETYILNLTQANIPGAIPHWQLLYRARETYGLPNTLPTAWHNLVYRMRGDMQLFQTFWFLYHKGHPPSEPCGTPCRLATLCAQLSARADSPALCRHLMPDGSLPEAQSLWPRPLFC
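Fluorescence read-out (Ex 386 nm, Em 447 nm) after stopping the reaction at pH 10. Enzyme: ASM from human placenta; substrate HMU-PC0, 9 uM final; 60 min, 37 °C. Compound preincubation 10 min, ambient temperature.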
* marks the source's active call; other numbers are inactive results; ? = inconclusive; . = not tested or not shown; [ ] = another dose, or the depositor's remark. Unless noted, calls come from the whole dose curve; as a rule, active = well fitted curve in the direction sought with a large enough effect; inconclusive = small, poorly fitted or top-dose-only effect, or another doubt; inactive = no such curve, though single readings can be large; an effect the other way counts as inactive or inconclusive.

SMILES | TSHR antagonist | Tb PFK inh | PTAP TSG101 blk | Integrin act MD | ELG1 DNA repair | Chronic BCR inh | Mito fusion act | TCR act | Eya2 phos inh | AT treatment | ASM inhibitor
COc1cccc(N(C(=O)CNC(=O)c2ccco2)C(C(=O)NC2CCCC2)c2cccnc2)c1 (configuration not stated) | -4.1 | 2.9% | 1.2% | ? | -9.6% | -0.5% | -2.6% | -8.6% | -6.1% | 3.0% | -2.7%
Cc1ccc(-n2c(CNc3cccc(Cl)c3)n[nH]c2=S)cc1 | 11.4 | -13.9% | 0.0% | 14.2% | 14.5% | -3.5% | 6.3% | 4.3% | 4.0% | 31.0% | -3.1%
CC(OC(=O)c1ccc(O)cc1)C(=O)Nc1cc(C(F)(F)F)ccc1Cl (configuration not stated) | -35.2 | -6.4% | -2.6% | -22.6% | ? | ? | 10.5% | -1.4% | -3.9% | -5.4% | -9.9%
O=[N+]([O-])c1cccc(C(=Nc2cccc(Cl)c2)NO)c1 | 4.2 | -8.7% | -4.9% | -46.6%[inhibitor] | 1.1% | 2.4% | 9.8% | 0.6% | -30.3% | -8.1% | -1.4%
CCC(=O)Nc1nc2ccc(NC(=O)COc3ccccc3)cc2s1 | -0.9 | 0.4% | 1.0% | -18.9% | -1.4% | 4.0% | -0.1% | 3.2% | 17.0% | 0.2% | 1.8%
O=S(=O)(NCc1ccc2c(c1)OCO2)c1cccc2cccnc12 | 16.4 | -20.3% | -1.3% | 7.9% | -0.3% | -3.2% | -7.1% | 6.7% | 3.4% | 7.3% | 1.4%
CCOC(=O)Cc1csc(NC(=O)c2c(O)c3ccccc3n(C)c2=O)n1 | 2.2 | -4.0% | . | . | 1.8% | -1.1% | -0.8% | . | 11.4% | 7.6% | .
COc1ccc(COC(=O)c2ccc(Br)c(S(=O)(=O)N3CCOCC3)c2)cc1F | 4.2 | -10.5% | -0.6% | -7.6% | ? | 7.4% | 5.9% | 4.2% | -8.1% | . | 0.7%
CC1CCCCN1C(=O)Cn1c(=O)oc2cc(S(=O)(=O)N3CCCC3)ccc21 (configuration not stated) | -37.9 | -0.2% | -4.5% | 15.0% | 3.7% | ? | -4.1% | -3.7% | 8.2% | 0.4% | 1.8%
O=C(O)C(Cc1ccccc1)n1c(=S)[nH]c2ccccc2c1=O (configuration not stated) | 2.2 | 3.9% | -1.1% | -47.7%[inhibitor] | 5.1% | 1.0% | -6.3% | 0.5% | 7.2% | 0.4% | 4.3%
CCOC(=O)c1c(S(=O)(=O)N2CCCCC2C)c(C)n(C)c1C (configuration not stated) | -1.4 | -8.5% | -1.0% | 7.3% | -0.3% | -3.8% | 0.4% | 0.7% | -0.7% | 1.4% | 1.6%
CCOc1ccc(N2C(=O)C(c3ccccc3)=C(c3nc4ccccc4s3)C2NC(C)=O)cc1 (configuration not stated) | -2.0 | 3.4% | 0.0% | 8.0% | ? | ? | 0.5% | -4.8% | 4.0% | -5.4% | -5.2%
CC1Cc2ccccc2N1C(=O)CSc1nnc2n1C(C)(C)Cc1ccccc1-2 (configuration not stated) | -3.6 | -8.7% | -4.1% | 10.5% | ? | 4.4% | ? | -2.3% | 0.5% | -1.8% | -4.8%
CC(=O)Nc1cc(C(=O)NCc2ccco2)ccc1Sc1ccc(Cl)cc1 | -14.5 | 1.5% | -3.0% | -18.3% | 1.1% | -0.1% | 14.9% | -1.6%[46.1 µM] | 2.9% | -1.5% | 2.5%
COc1ccccc1CNC(=S)Nc1cc(C)ccc1C | -11.7 | 0.1% | 1.9% | 7.6% | -16.0% | 2.3% | -4.2% | 1.5% | 13.9% | 7.6% | 0.1%
N#Cc1cccc(NC(=O)CSc2sc3c(O)cc(=O)[nH]c3c2C#N)c1 | -2.7 | 1.6% | -1.8% | 15.6% | 8.4% | ? | -0.3% | -3.2% | 1.2% | 1.8% | 2.4%
CN1CCCN(Cc2ccc(Cl)cc2Cl)CC1 | 19.1 | -12.4% | -4.1% | -53.2%[inhibitor] | -1.3% | 21.9% | -6.6% | 1.4% | 16.3% | 3.1% | 3.1%
Cc1ccc(Oc2ccccc2NC(=O)C2=COCCO2)cc1 | -16.9 | -1.1% | -0.2% | -11.3% | 22.0% | -1.2% | 22.8% | -14.4% | 2.5% | 5.9% | -4.5%
C=CC[C@@H](CC(=O)N[C@@H](CO)Cc1ccccc1)C(=O)N[C@@H](COC(=O)[C@@H](CC=C)Cc1ccc(F)cc1)Cc1ccccc1 | -17.6 | 2.0% | 0.3% | -20.5% | 15.7% | 2.8% | . | -4.9% | 8.1% | -0.5% | 3.1%
O=C(c1ccccc1)N1CCc2ccccc21 | 5.6 | 1.0% | -4.4% | -8.4% | 28.1% | ? | 8.5% | 7.4% | -14.8% | 20.1% | -2.4%
COc1ccc(/C=N/NC(=O)c2ccccc2O)cc1COc1ccccn1 | -8.7 | 6.2% | -3.3% | -24.4% | 23.1% | ? | -10.7% | -3.4% | ? | 2.5% | -4.1%
CCN1CCN(CCNC(=O)c2ccc(CS(=O)c3ccc(Cl)cc3)o2)CC1 (configuration not stated) | -0.6 | 0.1% | -4.9% | 13.4% | 9.2% | -7.9% | -7.4% | -5.1% | 0.5% | 4.6% | 0.3%
CC(C)(C)c1ccc(C(=O)N2CCC(NC(=O)c3ccccc3)CC2)cc1 | 13.9 | -17.3% | -2.4% | -4.1% | -10.0% | 2.3% | 35.5µM* | 4.9% | 11.4% | 10.3% | -1.6%
Cc1nnc(SCc2ccccc2CSc2nnc(C)s2)s1 | -2.6 | -1.2% | -0.7% | 2.9% | -10.0% | -19.0% | -4.1% | 2.4% | 14.2% | 5.9% | -0.7%
COc1nc(-c2cnccn2)sc1C | -0.8 | 0.2% | -1.8% | -5.0% | -2.8% | -9.2% | 0.7% | -2.0% | ? | 3.2% | 24.3%
Cc1nnc(NC(=O)CCSCCC(=O)Nc2nnc(C)s2)s1 | 4.3 | ? | 0.6% | -7.8% | -1.2% | -1.0% | 1.1% | -3.5% | 15.3% | -1.0% | -1.8%
Cc1cccc(-n2ccnc2SCC(=O)Nc2nccs2)c1 | -2.6 | -6.4% | -1.1% | 1.3% | ? | ? | 1.7% | -6.9% | -14.5% | 0.9% | 1.3%
COc1ccc(C(=O)NCC2(N3CCCCC3)CCCCC2)cc1S(=O)(=O)N(C)C | -6.0 | 2.8% | -6.7% | -0.7% | -1.6% | 9.8% | 3.7% | -5.5% | 3.2% | -4.7% | 1.1%
O=C(CCCc1nc(-c2ccccc2)no1)NC1CCCC1 | -2.9 | 1.8% | -1.2% | -3.8% | -15.8% | ? | 6.9% | 8.3% | -0.5% | 5.7% | -1.7%
Cc1c(S(=O)(=O)c2ccccn2)c(N)n(Cc2cccc(Cl)c2)c1C | -1.1 | -3.9% | -6.8% | -27.4% | -7.6% | -9.6% | 0.7% | -6.5% | -0.1% | -8.8% | 0.9%
Cc1onc(-c2ccccc2)c1C(=O)OCC(=O)Nc1ccc(Cl)cc1 | -2.3 | 0.2% | -5.5% | 10.2% | ? | ? | ? | -4.5% | ? | -0.2% | -6.4%
CCCCCCC(=O)Nc1nnc(CC)s1 | -10.9 | 1.5% | -10.6% | 16.6% | 25.3% | . | -7.7% | 5.2%[46.1 µM] | 2.3% | 2.7% | -2.5%

Screens from PubChem.
